Vif inh = HIV Vif inhibition. HEK293T cells, Vif self-association by quenched fluorescence, imaging, 24 h. inhibition, % at 7.49 µM. hit rate 0.35% among 340,000. AID 602346; in the data active = inhibition above about 50%, passing the limit was not always enough; also: some results filed as inactive read as strong as hits
TRPM1 prom inh = MITF TRPM1 promoter inhibition in SK-MEL-5 cells; AID 488899; inhibition, % at 12.5 µM; hit rate 0.83% among 330,000; SK-MEL-5 TRPM1 promoter luciferase, 24 h;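 active = mean inhibition across replicates of 60% or more, whatever share of single replicates reaches that level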; also: values of inactives mirror those of a sister screen read the other way
Peg3 promoter = Peg3 promoter activity inhibition. inhibition, % at 20 µM. HeLa PEG-Prom luciferase reporter, luminescence, overnight. AID 588405. hit rate 1.7% among 360,000;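 active = inhibition of at least 50% at 20 µM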
PDI inh = inhibitors of human protein disulfide isomerase; P07237; PDI insulin aggregation turbidity, A650, 90 min; inhibition, % at 10 µM; hit rate 0.052% among 350,000; AID 588391;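 active = mean inhibition across replicates of 30% or more, whatever share of single replicates reach that level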;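 also: absorbance from insulin aggregation driven by PDI reduction with DTT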
Target sequence (P07237 whole entry, looked up): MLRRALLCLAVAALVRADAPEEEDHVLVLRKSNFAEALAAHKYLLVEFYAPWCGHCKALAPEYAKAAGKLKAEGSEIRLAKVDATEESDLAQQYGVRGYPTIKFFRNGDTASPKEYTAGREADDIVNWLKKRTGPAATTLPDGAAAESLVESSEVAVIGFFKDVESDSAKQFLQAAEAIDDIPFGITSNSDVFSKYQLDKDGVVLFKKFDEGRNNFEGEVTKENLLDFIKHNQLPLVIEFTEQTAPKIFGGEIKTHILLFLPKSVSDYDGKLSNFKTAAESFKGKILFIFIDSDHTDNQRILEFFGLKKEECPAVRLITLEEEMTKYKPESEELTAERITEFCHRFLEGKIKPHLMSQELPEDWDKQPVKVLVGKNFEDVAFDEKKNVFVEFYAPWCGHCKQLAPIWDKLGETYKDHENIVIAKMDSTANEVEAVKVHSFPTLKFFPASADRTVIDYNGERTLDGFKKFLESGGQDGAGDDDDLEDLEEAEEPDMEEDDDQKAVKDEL
CaV13 ICDI inh = Disruptors of the CACNA1D IQ motif to Ca2+-dependent inactivation inhibitor domain association, primary screening, Förster resonance energy transfer in intact living …; inhibition, % at 12.3 µM; HEK cells, CFP/YFP FRET ICDI-IQ, plate reader, 10 min; percent FRET-ratio fall versus neutral wells; hit rate 0.098% among 340,000; AID 743397;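 active = mean replicate inhibition of at least 30% and at least 1% of replicates passing that level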;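 also: 0% = median of the neutral control wells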
HIF-2a block = blocks HIF-2a reporter activity; 786-0 RCC cells HIF-2a reporter, luciferase luminescence, overnight; inhibition, % at 18.8 µM; hit rate 0.72% among 360,000;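 active = inhibition of the luminescence signal of 40% or more relative to plate controls, in a single-dose primary screen at 18.75 µM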
aDG glyco up = alpha-DG glycosylation activation. Pro5-aDG cells, alpha-DG glycosylation AlphaScreen (IIH6); 0% Pro5, 100% B10-LARGE cell signal. AID 624168. activation, % at 10 µM. hit rate 0.22% among 360,000;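 active = activation of at least 8% versus controls, or a plate z-score of at least 8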;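 also: Pro5 are CHO cells carrying HIG-tagged alpha-DG that lacks glycosylation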
Granule exo inh = lytic granule exocytosis inhibition. TALL-104 LAMP-1 surface exposure, flow cytometry; cells stimulated with thapsigargin and PMA. hit rate 0.66% among 360,000. inhibition, % at 10 µM. AID 651702;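 active = inhibition above about 55%, limit read from the data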
NR2E3 ag-1 = agonists of human NR2E3 nuclear receptor. Q9Y5X4. CHO-S Gal4-NCOR/VP16-NR2E3 two-hybrid, luciferase. inhibition of corepressor binding, % at 3.98 µM. hit rate 0.35% among 360,000. AID 602229;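 active = inhibition above the mean of all tested compounds plus 3 SD, cut at about 70% in these data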;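 also: 0% = DMSO with NR2E3 transfected cells and 100% = cells lacking NR2E3 construct; higher means lower luciferase signal from less NR2E3 corepressor binding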
Target sequence (Q9Y5X4 whole entry, looked up, the tested form may be a part): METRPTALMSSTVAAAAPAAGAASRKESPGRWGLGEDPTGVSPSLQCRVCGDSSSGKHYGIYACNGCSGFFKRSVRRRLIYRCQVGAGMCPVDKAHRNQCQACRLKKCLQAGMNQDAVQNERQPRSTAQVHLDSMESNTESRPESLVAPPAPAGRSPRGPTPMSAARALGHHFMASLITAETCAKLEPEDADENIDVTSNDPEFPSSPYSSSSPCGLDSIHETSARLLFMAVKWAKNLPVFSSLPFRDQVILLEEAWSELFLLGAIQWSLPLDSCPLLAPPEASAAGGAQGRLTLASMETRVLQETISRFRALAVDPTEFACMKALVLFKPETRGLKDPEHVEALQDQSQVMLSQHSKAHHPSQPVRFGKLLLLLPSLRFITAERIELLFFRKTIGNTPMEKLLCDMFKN
NR2E3 ag-2 = NR2E3 (human) agonism | Q9Y5X4 | GST-NR2E3/biotin-RetCOR TR-FRET, 1536-well | inhibition of corepressor binding, % at 4.78 µM | hit rate 0.12% among 320,000 | AID 2300;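 active = percent inhibition above the cutoff of mean plus 3 SD of all tested compounds, set per screening campaign, cut at about 20% in these data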;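 also: 0% = DMSO wells and 100% = biotin wells as full block of FRET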
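System: GST-NR2E3 and biotin-RetCOR proteins; probe or stimulus: 7 nM biotin-RetCOR; doses: compound at 4.8 µM, single dose; schedule: Compound–protein incubation for 5 h at 4 °C; detection: time-resolved FRET; read-out: percent inhibition; controls: biotin wells as high control, 0.6% DMSO wells as low control; format: 1536-well plates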
iPSC survival up = increases survival of single human iPS cells. hiPSC single-cell survival, ATPlite luminescence; 100% = ROCK inhibitor wells, 0% = DMSO. survival enhancement, % at 20 µM. hit rate 0.044% among 360,000; in the data active = survival enhancement above about 18%;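 also: cells exposed to compounds for 16 hours before the ATP read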
Starred values were filed as active, the others as inactive; / = not tested or not shown. No enrichment for hits; any-hit rate near 3.5%.

entry	compound	Vif inh	aDG glyco up	CaV13 ICDI inh	Peg3 promoter	iPSC survival up	NR2E3 ag-2	HIF-2a block	NR2E3 ag-1	Granule exo inh	TRPM1 prom inh	PDI inh
1	O=C(O)C1CCCN1C(=O)Oc1ccccc1 (configuration not stated)	7	0.1	-9	-1	-1.9	-1	19	-12	-2	-10	-4
2	Nc1ccc2nc(-c3cccs3)[nH]c2c1	1	-0.2	-8	-158	0.5	-1	-178	-96	5	-50	13
3	O=C(Cn1cnc(S(=O)(=O)N2CCCC2)c1)Nc1ccccc1	-3	0.3	-14	-9	-0.5	2	2	11	-1	-10	12
4	O=C1c2ccccc2C(=O)N1CCCCSc1nnc2c(Cl)cc(Cl)cn12	2	-0.3	/	-4	-0.6	1	20	-19	-1	8	-2
5	CC(C)(C)C(=O)Nc1c2c(nc3c1CCC3)CCCC2	-5	0.2	-1	3	5.3	-2	15	-41	-1	10	-5
6	COc1ccccc1C(=O)Nc1ccc(Oc2ncnc3sc(-c4ccccc4)cc23)cc1	-16	1.1	-6	-19	2.3	-2	5	3	-4	4	-6
7	Cc1cccn2c(=O)nc(SCC(=O)N3CCCCC3)nc12	1	-0.2	-16	7	0.3	-1	5	-10	-4	1	9
8	Cc1ccc(NC2CC(=O)N(c3ccc(C)cc3)C2=O)cc1 (configuration not stated)	/	-0.2	/	-78	-1.2	0	-82	-38	3	-20	-15
9	CCOCc1c(C(=O)OCC(=O)Nc2ccc(C)c(S(=O)(=O)N(C)C)c2)oc2ccccc12	-5	-0.2	-3	21	1.7	-1	10	-9	2	8	3
10	CCOCCCNS(=O)(=O)c1ccc2c(c1)OCCO2	/	0.0	/	-10	-0.1	3	12	-18	0	9	15
11	CCN1C(=O)/C(=C\c2ccncc2)SC1=S	5	0.0	-2	-9	-0.5	3	9	-10	-3	5	3
12	COc1ccccc1Cc1noc(-c2cc(Cl)ccc2OC)n1	-4	0.4	-9	4	-1.4	1	-12	-23	1	-13	-11
13	COc1cc(SC)ccc1C(=O)OC(C)C(=O)NC1CCCC1 (configuration not stated)	-6	0.1	-5	19	6.0	/	16	-25	-2	-4	8
14	CCOC(=O)c1cccc(NC(=O)CN2CCN(c3ccc(OC)cc3)CC2)c1	-7	0.1	-5	24	-4.4	0	5	-6	-5	16	12
15	O=C(CN(C(=O)c1ccccc1)N1C(=O)CCC1=O)c1cccs1	-15	0.0	-6	-1	-0.5	0	3	6	3	5	-1
16	COc1ccc(S(=O)(=O)N2CCCCC2)cc1NC(=O)CCNC(=O)c1ccco1	-8	-0.1	-6	19	1.0	/	8	7	-9	-1	-3
17	O=c1n(S(=O)(=O)c2cccc3cccnc23)c2ccccc2n1S(=O)(=O)c1cccc2cccnc12	-5	0.9	-8	2	-1.1	1	16	17	68*	-9	-2
18	COc1ccc(C2NCCc3cc(OC)c(OC)cc32)cc1OC (configuration not stated)	-6	0.2	-5	-3	0.2	6	20	0	-2	7	2
19	Cc1cc(NC(=O)CSC2=NS(=O)(=O)c3cc(Cl)ccc3N2)no1	-2	0.0	-4	-11	-0.5	2	15	10	2	0	-3
20	O=C(NC(=S)N1CCN(C/C=C/c2ccccc2)CC1)c1cccnc1	1	0.2	-3	11	-0.3	-2	7	0	-5	12	0
21	Cc1cccn2cc(CCNC(=O)c3cccs3)nc12	4	-0.2	-1	-28	-0.5	-4	-51	-33	-5	-7	-1
22	CCOC(=O)c1c(-c2cccs2)csc1NC(=O)CC(C)C	-6	0.1	-5	0	-1.3	3	11	-18	1	8	6
23	CCC(=O)c1cn(CC(=O)O)c2ccccc12	-3	-0.3	-4	2	-1.7	2	9	0	-3	0	10
24	COc1cc2nc(N3CCNCC3)nc(N)c2cc1OC	-3	0.2	-3	74*	-2.2	-6	10	-1	-1	36	17
25	Cc1ccc(C(=O)Nc2oc(-c3ccccc3)cc2C#N)cc1	-14	0.2	/	19	2.9	1	-11	-6	1	-1	-11
26	O=c1onc(-c2ccccc2)n1-c1cc(Cl)cc(Cl)c1	-1	0.0	1	10	0.2	-2	10	-41	-3	/	1
27	Cc1ccc2c(c1)N(CC(=O)O)C(=O)CO2	-1	-0.1	-9	6	1.7	2	2	-14	-1	-4	-4
28	Oc1cc2c(cc1C(c1ccc(Cl)c(Cl)c1)N1CCCC1)OCO2 (configuration not stated)	0	0.4	12	31	-1.8	/	29	-31	3	6	12
29	O=C(O)c1ccc(OC2CSC2)cc1	7	-0.2	/	0	4.2	2	21	-9	-2	11	-6
30	O=C(NCC1CCCO1)c1cc2ccccc2cc1O (configuration not stated)	5	-0.1	-6	-230	0.3	4	-179	-113	2	-58	1
31	O=c1c2ccccc2n2c(-c3cccc(Cl)c3)nnc2n1Cc1ccccc1	5	0.3	-2	42	1.2	0	9	10	1	-5	-5
32	NCCCCCc1cn([C@@H](CO)C(=O)NCCCCCCCCCCC(=O)N2CCNCC2)nn1	1	0.1	-11	-28	3.5	-3	-7	-23	0	-2	8
33	COc1cc(NC(=O)CSc2nnnn2-c2ccccc2)cc(OC)c1OC	3	0.2	-6	9	-2.7	-2	10	1	2	14	-9
34	COc1cc(/C(C)=N/NC(=O)c2ccc(CSc3nncn3C)cc2)cc(OC)c1OC	1	-0.2	-5	15	-0.4	-2	20	-23	-3	-4	1
35	Oc1cccc(C2c3[nH]c4ccccc4c3CCN2Cc2ccc3c(c2)CCO3)c1 (configuration not stated)	-3	-0.3	-19	28	0.0	0	12	-32	1	33	3
36	CCN(CC(=O)NCC1CCCO1)S(=O)(=O)c1ccc2ccccc2c1 (configuration not stated)	-3	0.0	-21	17	-0.6	3	8	-18	7	0	5
37	COc1c(S(=O)(=O)N2CCN(C(=O)c3ccco3)CC2)ccc(Cl)c1Cl	6	0.0	-10	17	0.1	2	0	-26	1	8	-4
38	CC1(C(=O)NS(=O)(=O)Cc2cccc(Cl)c2)CCN1C(=O)C/C=C/c1ccccc1 (configuration not stated)	1	0.0	-6	-53	3.5	/	-30	-39	-7	/	-5
39	Cc1ccc(/C(O)=C2\C(=O)C(=O)N(c3cc(C)on3)C2c2cccc(Cl)c2)cc1 (configuration not stated)	4	0.1	/	2	-0.8	6	-7	-4	1	2	14
40	N#CC1=C2SCN(Cc3ccco3)CN2C(=O)CC1c1cccc2ccccc12 (configuration not stated)	-1	0.2	-5	-1	-1.2	1	6	-17	7	14	-1
41	COc1ccc(Cl)cc1NC(=S)NCCc1ccc(S(N)(=O)=O)cc1	-1	-0.2	-3	18	1.4	2	13	-21	34	12	1
42	CCOC(=O)COc1c(Br)cc(/C=C2\SC(=O)N(CC(=O)N3CCCC3)C2=O)cc1OC	0	-0.3	-4	7	-1.5	3	49*	-17	-2	11	-2
43	Cc1nn(C(=O)CCC(=O)NCCc2ccccc2)c2ccccc12	25	0.2	-2	-15	-0.4	-1	-4	-5	-5	-6	5
44	CC(Nc1cc(C)cc(C)c1)=[N+](C)CCNS(=O)(=O)c1ccc(Cl)cc1	3	0.3	/	-12	-0.5	-3	17	0	3	-5	8
45	Cc1ccccc1-n1c(SCc2c(C)noc2C)nnc1-c1cccnc1	3	-0.2	/	-24	3.6	2	4	2	-1	-2	-24
46	COc1ccc(CCNC(=O)C2CCN(Cc3nc(-c4ccc(Cl)cc4)oc3C)CC2)cc1OC	7	0.0	-6	-10	-0.7	/	6	-4	-1	6	1
47	Cc1c(C(=O)OCC(=O)NCC2CCCO2)cccc1[N+](=O)[O-] (configuration not stated)	31	0.0	-4	-5	-0.5	-2	-2	8	0	11	3
48	COc1ccccc1NC(=O)CCc1nnc2ccc(N3CCCCC3)nn12	-4	0.1	-3	3	-0.7	2	4	-8	2	12	-4
49	CCCN(CC(=O)Nc1ccccc1C)C(=O)CCCOc1ccc(Br)cc1	-1	0.0	-3	8	0.2	-4	-14	4	0	8	-4
50	Cc1ccc(-n2[nH]c(C)c(/C=N/c3cccc(C)n3)c2=O)cc1	-2	-0.3	3	-17	-0.7	1	-48	-54	-1	12	-4

Reformatted: 3 of the compounds above.
40) N#CC1=C2SCN(Cc3ccco3)CN2C(=O)CC1c1cccc2ccccc12 (configuration not stated)
41) COc1ccc(Cl)cc1NC(=S)NCCc1ccc(S(N)(=O)=O)cc1
42) CCOC(=O)COc1c(Br)cc(/C=C2\SC(=O)N(CC(=O)N3CCCC3)C2=O)cc1OC
screen / no.	40	41	42
Vif inh	-1	-1	0
aDG glyco up	0.2	-0.2	-0.3
CaV13 ICDI inh	-5	-3	-4
Peg3 promoter	-1	18	7
iPSC survival up	-1.2	1.4	-1.5
NR2E3 ag-2	1	2	3
HIF-2a block	6	13	49*
NR2E3 ag-1	-17	-21	-17
Granule exo inh	7	34	-2
TRPM1 prom inh	14	12	11
PDI inh	-1	1	-2

Following part.
entry	compound	Vif inh	aDG glyco up	CaV13 ICDI inh	Peg3 promoter	iPSC survival up	NR2E3 ag-2	HIF-2a block	NR2E3 ag-1	Granule exo inh	TRPM1 prom inh	PDI inh
51	O=C(CCCC(=O)NC1CCCCC1)Nc1ccc([N+](=O)[O-])cc1	8	0.0	0	19	-0.4	4	14	-19	-2	6	9
52	O=C(Nc1nc(-c2ccccc2)cs1)C1CCCCN1S(=O)(=O)c1ccccc1 (configuration not stated)	-4	0.5	-7	6	0.2	-2	3	-18	1	14	-2
53	Nc1ncnc2c1ncn2[C@@H]1O[C@H](CO)[C@@H](O)[C@H]1O	1	0.3	-6	-11	1.5	0	1	20	5	-12	6
54	O=C(Nc1nnc(-c2cccs2)o1)c1ccc(S(=O)(=O)N2CCOCC2)cc1	-7	0.5	0	11	2.8	-2	6	0	4	6	1
